Screening results deposited in PubChem BioAssay by several laboratories.
TNAP activation fold: human TNAP enzyme activators, primary screen, biochemical, luminescent, no phosphate acceptor, uHTS (AID 1001); 0.03% of 200,000 active; activation fold at 20 µM; hits with a dose series show EC50 in µM; purified TNAP, luminescent activation assay, no phosphate acceptor; higher activation fold means a stronger effect; in the data active means activation fold from about 3, or a potency from the dose series; inactive means the rest, 99 in 100 with activation fold below about 1.6; further: many of its hits are not listed in these tables
MT stabilizer: microtubule stabilization, imaging screen; HeLa tubulin immunostaining HCS, 24 h; share of cells brighter than vehicle mean+2SD; % tubulin-high responders, % at 10 µM; 0.83% of 200,000 active;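 active means plate Z-score above 3 for both tubulin-high and condensed-nucleus cell shares, with cell loss under 80%, at 10 µM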;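 further: anti alpha tubulin signal scored within the nucleus-defined area of each cell; some results filed as inactive read as strong as hits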
bCat nuc transl: alters nuclear translocation of beta-catenin in HeLa cells. immunofluorescence imaging. nuclear translocation activity, % at 5 µM. 0.3% of 190,000 active;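 active means nuclear translocation activity above 50% at 5 µM, with a well cell count of 50 or more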;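 further: per-cell ratio of nuclear to cytoplasmic median beta-catenin stain intensity; plate controls were DMSO negative control for no effect and GSK-3 inhibitor IX positive control for full effect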
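test system = HeLa cells, endogenous beta-catenin | dosing = single 5 µM dose plus 0.02–20 µM confirmation series | times = compound treatment 24 h, 37°C, 5% CO2 | technique = beta-catenin immunofluorescence imaging with DAPI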
PMI inhibitors: MPI enzyme activity inhibition – biochemical, fluorescence intensity, coupled assay, primary screen (AID 1209); 0.42% of 190,000 active; inhibition, % at 20 µM; hits with a dose series show IC50 in µM; purified PMI enzyme, coupled fluorescence intensity; higher % means a stronger effect; in the data active means inhibition above about 50%;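 further: plate controls were DMSO vehicle for no effect and wells lacking substrate for full effect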
Ins promoter up: MIN6 insulin promoter up-regulation; MIN6 insulin promoter-GFP reporter, high-content imaging; active compounds read high; AID 1625; 0.3% of 190,000 active; z-score at 5 µM;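 active means z-score above 3 at 5 µM with at least 500 cells counted in the well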
Myeloid diff MLP: compounds promoting myeloid differentiation. ER-HoxA9 myeloid progenitors, lysozyme-GFP differentiation, flow cytometry. calls only at 10 µM. 1% of 360,000 active. AID 624256;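 active means normalized GFP-positive differentiation at or above the plate's own cutoff, the solvent-only control mean plus 3 SD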;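 further: cells exposed to compound for four days before flow analysis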
Dynein transport: dynein cargo transport inhibition; 3617.4 mouse cells, GR-EGFP nuclear translocation imaging; test concentration mostly 20 µM; stimulated with dexamethasone, 1 µM; active compounds read low; z-score, hits read low; 0.47% of 220,000 active;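 active means plate z-score of nuclear minus cytoplasmic receptor signal below a set negative limit, without overly bright fluorescence or cell loss, cut at about -3.5 in these data, passing the limit was not always enough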;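 further: z-score of nuclear minus cytoplasmic ring GR-EGFP intensity difference per well; some compounds called inactive have numbers as strong as hits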
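Schedule: 48 h induction, then 1 h compound, then 30 min agonist, 37 °C. Buffer or medium: tetracycline-free induction medium containing charcoal-stripped FBS. Reagent: 1.0 µM final dexamethasone stimulus. Evaluation: nuclear versus cytoplasmic GR-EGFP signal, averaged per well. Signal: high-content fluorescence imaging after fixation.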
T cell modulator: T cell immune modulation candidate; 0.068% of 330,000 active; AID 2052; 2C CD8+ T cell-vesicle binding, flow cytometry; active compounds read low; calls only at 7 µM;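 active means response, share of CD8 T cells binding vesicles, and their 90th percentile fluorescence all below set limits, cut at about 80% in these data, passing the limit was not always enough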
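Read-out – percent CD8+ FL2 mean versus row control · System – murine 2C transgenic CD8+ T lymphocytes · Times – 1.5 h cell–vesicle binding at 37 °C, then 20 min icy labelling · Control set – naked vesicles low, QL9 vesicles with vehicle high · Detection – cytometric PE anti-B7-1 and Alexa647 anti-CD8 signals after 1% paraformaldehyde fixation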
Lipid droplet: modulators of hepatic lipid droplet formation | AML12 mouse hepatocytes, oleate lipid droplets, BODIPY imaging | inhibition, % at 6.5 µM | 0.4% of 240,000 active | AID 1656;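 active means lipid droplet intensity inhibited by at least 50%, with more than 500 cells counted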
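Assay system: AML12 hepatocytes (mouse); Probe or stimulus: oleic acid at 100 µM to induce lipid droplet formation; Dosing: compound at 6.5 µM only; Schedule: compound with oleate, overnight; Detection: fluorescence imaging, 20x objective, two fields per well; Measure: % inhibition of lipid droplet signal.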
Dynein transport cytoplasmic EGFP: further read-out of Dynein transport, marked with its call; z-score; measured here: cytoplasmic GR-EGFP intensity; active compounds read high
Dynein transport nuclear GR-EGFP: further read-out of Dynein transport, marked with its call; z-score; measured here: nuclear GR-EGFP intensity;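 lower value marks the stronger effect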
Dynein transport cell count: recorded beside Dynein transport, whose call it bears; z-score; measured here: cell count per field
Ins promoter up cell count: also measured in Ins promoter up; calls as there; cell count; measured here: cytotoxicity, nuclei count;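 total cells summed across four imaged fields per well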
Lipid droplet cells 6.5 µM: further read-out of Lipid droplet, marked with its call; cell count; measured here: cell count, cytotoxicity flag;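 cells counted across two imaged fields per well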
bCat nuc transl cell count 5 µM: also measured in bCat nuc transl; calls as there; cell count; measured here: cell count, cytotoxicity flag
T cell modulator vesicle-bound %: also measured in T cell modulator; calls as there; double positive events, %; measured here: CD8+ vesicle-bound cell fraction;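 binding gate set so that unloaded-vesicle control wells show 10% double positive cells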
MT stabilizer Hoechst-high %: second read-out of MT stabilizer, no call of its own (marks repeat the call); % Hoechst-high responders; measured here: nuclear condensation Hoechst responders;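 share of cells brighter than vehicle mean plus two SD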
MT stabilizer cytotoxicity %: recorded beside MT stabilizer, whose call it bears; toxicity, %; measured here: cytotoxicity by cell density;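 0% = mean cell density of plate MIN control wells and 100% = no cells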
Myeloid diff MLP GFP+ MAC1+ %: recorded beside Myeloid diff MLP, whose call it bears; GFP+ MAC1+ double positive, %; measured here: differentiation confirmed by MAC1 staining
Starred values were filed as active, the others as inactive. This is a random part of the collection; overall some 3% were active at least once.

`CCCCc1cc2c(c(NC(=O)CC)n1)c(=O)oc1ccccc12` gave TNAP activation fold 1, MT stabilizer 4.1, PMI inhibitors 5.1%, Ins promoter up -0.13, Dynein transport -0.746, Lipid droplet -3.5, Dynein transport cytoplasmic EGFP -0.205, Dynein transport nuclear GR-EGFP -1.01, Dynein transport cell count 0.159, Ins promoter up cell count 1445, Lipid droplet cells 6.5 µM 746, MT stabilizer Hoechst-high % 2.3 and MT stabilizer cytotoxicity % 8.6.
Screening CC(C)(C)c1nnc(NC(=O)c2cccs2)s1 returned TNAP activation fold 1.1, MT stabilizer 1.1, bCat nuc transl 0.5, PMI inhibitors 6.6%, Ins promoter up -0.92, Myeloid diff MLP inactive, Dynein transport 2.56, T cell modulator inactive, Lipid droplet 0.6, Dynein transport cytoplasmic EGFP -0.0969, Dynein transport nuclear GR-EGFP 2.31, Dynein transport cell count -2.17, Ins promoter up cell count 1508, Lipid droplet cells 6.5 µM 706, bCat nuc transl cell count 5 µM 1003, T cell modulator vesicle-bound % 27.6, MT stabilizer Hoechst-high % 0.9, MT stabilizer cytotoxicity % 1.8 and Myeloid diff MLP GFP+ MAC1+ % 0.3.
Screening O=C(CCNc1cccc(F)c1)c1cc2ccccc2o1 returned TNAP activation fold 1.1, MT stabilizer 3.2, bCat nuc transl 1.0, PMI inhibitors 16.1%, Ins promoter up 0.11, Myeloid diff MLP inactive, Dynein transport 0.356, T cell modulator inactive, Lipid droplet 11.4, Dynein transport cytoplasmic EGFP -0.278, Dynein transport nuclear GR-EGFP 0.265, Dynein transport cell count -0.162, Ins promoter up cell count 1199, Lipid droplet cells 6.5 µM 755, bCat nuc transl cell count 5 µM 1073, T cell modulator vesicle-bound % 27.2, MT stabilizer Hoechst-high % 2.9, MT stabilizer cytotoxicity % 3.5 and Myeloid diff MLP GFP+ MAC1+ % 0.0.
COc1ccc(C(=O)NNC(=O)CSc2nnnn2C)cc1 was read as TNAP activation fold 1.1, MT stabilizer 0.9, bCat nuc transl -0.4, PMI inhibitors 4.3%, Ins promoter up -0.23, Myeloid diff MLP inactive, Dynein transport 1.53, T cell modulator active, Lipid droplet 4.2, Dynein transport cytoplasmic EGFP -0.105, Dynein transport nuclear GR-EGFP 1.94, Dynein transport cell count -1.47, Ins promoter up cell count 1405, Lipid droplet cells 6.5 µM 755, bCat nuc transl cell count 5 µM 1073, T cell modulator vesicle-bound % 1.2*, MT stabilizer Hoechst-high % 1.7, MT stabilizer cytotoxicity % 9.5 and Myeloid diff MLP GFP+ MAC1+ % 0.5.
O=C(O)c1ccccc1NCc1ccco1 was read as bCat nuc transl -2.5, Ins promoter up 0.19, Myeloid diff MLP inactive, Dynein transport 0.792, T cell modulator inactive, Lipid droplet -0.4, Dynein transport cytoplasmic EGFP -0.277, Dynein transport nuclear GR-EGFP 0.0137, Dynein transport cell count -0.499, Ins promoter up cell count 1484, Lipid droplet cells 6.5 µM 412, bCat nuc transl cell count 5 µM 1122, T cell modulator vesicle-bound % 53.3 and Myeloid diff MLP GFP+ MAC1+ % 1.0.
For Clc1ccc(Nc2ccc(-n3ccnc3)nn2)cc1Cl the results were TNAP activation fold 1, MT stabilizer 4.1, bCat nuc transl -2.0, PMI inhibitors 10.4%, Ins promoter up 0.14, Myeloid diff MLP inactive, Dynein transport 0.699, T cell modulator inactive, Dynein transport cytoplasmic EGFP -0.189, Dynein transport nuclear GR-EGFP 0.872, Dynein transport cell count -0.486, Ins promoter up cell count 1500, bCat nuc transl cell count 5 µM 1408, T cell modulator vesicle-bound % 23.2, MT stabilizer Hoechst-high % 1.7, MT stabilizer cytotoxicity % 3.3 and Myeloid diff MLP GFP+ MAC1+ % 0.9.
For CCOc1cc(C)nc(NCc2ccccc2)n1 the results were TNAP activation fold 1.1, MT stabilizer 8.4, PMI inhibitors -2.7%, Ins promoter up -1.88, Myeloid diff MLP active, Dynein transport -1.95, T cell modulator inactive, Lipid droplet 9.2, Dynein transport cytoplasmic EGFP -0.0551, Dynein transport nuclear GR-EGFP -0.778, Dynein transport cell count 0.799, Ins promoter up cell count 850, Lipid droplet cells 6.5 µM 749, T cell modulator vesicle-bound % 55.5, MT stabilizer Hoechst-high % 0.7, MT stabilizer cytotoxicity % 9.7 and Myeloid diff MLP GFP+ MAC1+ % 2.9*.
CN1c2ccccc2N(C)C1c1c(O)ccc2ccccc12 was read as TNAP activation fold 1.1, MT stabilizer 3.8, bCat nuc transl -1.4, PMI inhibitors 19.9%, Myeloid diff MLP inactive, Dynein transport -0.871, T cell modulator inactive, Lipid droplet -7.0, Dynein transport cytoplasmic EGFP -0.242, Dynein transport nuclear GR-EGFP -0.418, Dynein transport cell count 1.02, Lipid droplet cells 6.5 µM 762, bCat nuc transl cell count 5 µM 974, T cell modulator vesicle-bound % 6.9, MT stabilizer Hoechst-high % 2.8, MT stabilizer cytotoxicity % 4.5 and Myeloid diff MLP GFP+ MAC1+ % 12.3.
`COCCNC(=O)c1onc(CSc2ccc(Cl)cc2)c1C(=O)O` gave TNAP activation fold 1.1, MT stabilizer 3.7, bCat nuc transl -0.9, PMI inhibitors -3.7%, Ins promoter up 0.15, Myeloid diff MLP inactive, Dynein transport -0.356, Dynein transport cytoplasmic EGFP -0.239, Dynein transport nuclear GR-EGFP -0.8, Dynein transport cell count 0.965, Ins promoter up cell count 1607, bCat nuc transl cell count 5 µM 1341, MT stabilizer Hoechst-high % 1.6, MT stabilizer cytotoxicity % 1.2 and Myeloid diff MLP GFP+ MAC1+ % 1.7.
Screening Cc1cccc(C)c1Nc1nnc(SCc2cn3cccc(C)c3n2)s1 returned TNAP activation fold 1.2, MT stabilizer 4.2, bCat nuc transl 1.4, PMI inhibitors 8.6%, Ins promoter up -0.15, Myeloid diff MLP inactive, Dynein transport -0.501, T cell modulator inactive, Lipid droplet -27.9, Dynein transport cytoplasmic EGFP -0.129, Dynein transport nuclear GR-EGFP -0.231, Dynein transport cell count 0.0951, Ins promoter up cell count 1391, Lipid droplet cells 6.5 µM 599, bCat nuc transl cell count 5 µM 1121, T cell modulator vesicle-bound % 34.2, MT stabilizer Hoechst-high % 2.4, MT stabilizer cytotoxicity % 4.3 and Myeloid diff MLP GFP+ MAC1+ % 0.2.
Screening COCCn1c(SCC(=O)Nc2ccc(NC(=O)c3ccco3)c(OC)c2)nc2ccccc2c1=O returned TNAP activation fold 1, MT stabilizer 1.6, bCat nuc transl 1.0, PMI inhibitors 8.9%, Ins promoter up -0.32, Dynein transport -0.355, T cell modulator inactive, Lipid droplet 17.4, Dynein transport cytoplasmic EGFP -0.101, Dynein transport nuclear GR-EGFP 0.0337, Dynein transport cell count 0.2, Ins promoter up cell count 1020, Lipid droplet cells 6.5 µM 744, bCat nuc transl cell count 5 µM 1047, T cell modulator vesicle-bound % 32.0, MT stabilizer Hoechst-high % 1.6 and MT stabilizer cytotoxicity % 6.8.
CC(Oc1ccc2c(-c3ccccc3)cc(=O)oc2c1)C(=O)O (stereo not drawn) was read as TNAP activation fold 1.1, MT stabilizer 1.8, bCat nuc transl -2.6, PMI inhibitors 6.4%, Myeloid diff MLP inactive, Dynein transport -0.802, Dynein transport cytoplasmic EGFP -0.178, Dynein transport nuclear GR-EGFP -0.228, Dynein transport cell count 0.19, bCat nuc transl cell count 5 µM 1183, MT stabilizer Hoechst-high % 2.2, MT stabilizer cytotoxicity % 9.0 and Myeloid diff MLP GFP+ MAC1+ % 0.8.
O=C(CSc1n[nH]c(=O)n1C1CC1)Nc1cc(Cl)ccc1Oc1ccccc1 was read as TNAP activation fold 1, MT stabilizer 5.8, bCat nuc transl -7.4, PMI inhibitors -9.3%, Ins promoter up -0.53, Myeloid diff MLP inactive, Dynein transport 0.852, T cell modulator inactive, Dynein transport cytoplasmic EGFP 0.353, Dynein transport nuclear GR-EGFP 1.49, Dynein transport cell count -1.32, Ins promoter up cell count 606, bCat nuc transl cell count 5 µM 830, T cell modulator vesicle-bound % 32.0, MT stabilizer Hoechst-high % 1.8, MT stabilizer cytotoxicity % 7.3 and Myeloid diff MLP GFP+ MAC1+ % 1.2.
Screening Cc1cccc(OCC(=O)NC(Cc2c[nH]c3ccccc23)C(=O)O)c1C (stereo not drawn) returned TNAP activation fold 1, MT stabilizer 2.4, bCat nuc transl 0.2, PMI inhibitors -17.1%, Ins promoter up 0.15, Myeloid diff MLP inactive, Dynein transport -0.0439, T cell modulator inactive, Lipid droplet -5.7, Dynein transport cytoplasmic EGFP -0.222, Dynein transport nuclear GR-EGFP 0.189, Dynein transport cell count -0.0123, Ins promoter up cell count 1199, Lipid droplet cells 6.5 µM 696, bCat nuc transl cell count 5 µM 1096, T cell modulator vesicle-bound % 38.1, MT stabilizer Hoechst-high % 1.3, MT stabilizer cytotoxicity % 3.8 and Myeloid diff MLP GFP+ MAC1+ % 0.2.
